Screens as filed in PubChem BioAssay.
RXFP1 ag: activates the human relaxin receptor RXFP1; HEK293T-RXFP1 cAMP TR-FRET, 30 min; response scale: percent of porcine relaxin response, buffer zero; Potency, µM (series often up to 57.5 µM), for the others: at the top dose activation, most hits filed as activators; 370,000 tested, 0.3% active; AID 2676; further: potency means the concentration at half of the fitted maximal effect; on the % scale 0 is the no-effect control and ±100 the full control effect; nearly all actives have a fitted effect of over 60% in size; many of its hits are not listed in these tables
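HEK293 cells stably expressing RXFP1, treated 30 min at 37C with compounds plus PDE4 inhibitor Ro 20174; cAMP measured by HTRF TR-FRET. Normalized to buffer and 29 nM porcine relaxin; EC50 by Hill fit.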
D2 potentiator: positively modulates the human D2 dopamine receptor allosterically; P14416; HEK293 T-REx D2, calcium flux, EC20 dopamine potentiation; potentiation, % at 10 µM; 340,000 tested, 0.34% active; AID 485347;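 active means potentiation over 3 SD above the plate norm, cut at about 30% in these data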; further: 0% is about no effect
Target sequence (P14416 whole entry, looked up): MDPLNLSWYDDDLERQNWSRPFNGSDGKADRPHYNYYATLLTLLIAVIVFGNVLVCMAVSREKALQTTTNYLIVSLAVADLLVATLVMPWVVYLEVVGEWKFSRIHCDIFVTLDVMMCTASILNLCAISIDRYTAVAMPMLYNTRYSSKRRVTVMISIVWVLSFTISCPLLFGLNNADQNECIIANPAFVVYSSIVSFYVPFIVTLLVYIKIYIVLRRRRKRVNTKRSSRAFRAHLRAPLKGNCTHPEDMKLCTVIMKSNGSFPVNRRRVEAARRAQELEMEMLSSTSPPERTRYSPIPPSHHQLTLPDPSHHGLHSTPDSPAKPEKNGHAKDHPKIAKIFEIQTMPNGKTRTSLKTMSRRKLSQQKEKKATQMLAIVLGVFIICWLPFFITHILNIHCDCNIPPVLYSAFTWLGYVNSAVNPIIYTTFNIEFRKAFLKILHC
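Using a no-wash calcium dye in inducible, force-coupled HEK293 Trex cells expressing D2, we tracked fluorescence each second for 180 s after compound, then for 180 s after EC20 dopamine to detect augmented signalling.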
LDHA block: blocks human lactate dehydrogenase A | P00338 | purified LDHA, NADH/diaphorase-resazurin fluorescence; hits give low values | activity change, % (values are at about 110 or 230 µM) | 480,000 tested, 0.15% active; in the data active means activity change below about -30%; inconclusive means mostly about -25% to -30%;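 further: plate controls were DMSO wells for no effect and wells without enzyme for full effect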
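Human LDH5 at 2 nM final in Tris HCl pH 7.4 with 0.06 mM NADH and 0.2 mM pyruvate, reacted 5 minutes at room temperature. Remaining NADH coupled via diaphorase/resazurin; resorufin fluorescence read at 0 and 20 minutes, normalized to enzyme-free and DMSO wells.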
D1 antag: antagonists of human D1 dopamine receptor | P21728 | HEK293 TREx D1 cells, calcium flux, dopamine EC80; hits give low values | activity change, negative = inhibition, % at 10 µM | 360,000 tested, 3.2% active | AID 504652; in the data active means activity change below about -30%; further: on the % scale 0 is the no-effect control and ±100 the full control effect
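Using tetracycline-induced force-coupled D1 Hek293 cells and a calcium dye, signals were followed for 180 s after compound, then for 180 s after EC80 dopamine, to detect inhibitors.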
D1 ag: activates the human D1 dopamine receptor | 360,000 tested, 1% active | HEK293 T-REx D1 cells, calcium flux, agonist mode | activation, % at 2 µM | AID 504660 | P21728; in the data active means activation above about 30%; further: 0% is about no effect
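Inducible HEK293 T-REx D1 cells, force-coupled to calcium signalling, were plated at 4000 cells/well with tetracycline and held overnight at 30 C. After no-wash calcium dye loading, compound-evoked calcium rise over 180 s flagged agonists.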
D1 PAM: human D1 dopamine receptor positive modulation; P21728; HEK293 TREx D1 cells, calcium flux, dopamine EC20 potentiation; potentiation, % at 10 µM; 360,000 tested, 0.036% active; in the data active means potentiation above about 30%; further: 0% is about no effect
Vif-A3F inh: inhibitors of Vif-A3F interaction | 390,000 tested, 0.2% active | HeLa A3F-eYFP + Vif (tagged APOBEC3F with the HIV-1 protein that degrades it), YFP fluorescence increase | Potency, µM (highest dose often 46.1 µM), without a hit: top-dose activity, negative = active; further: potency means the concentration at half of the fitted maximal effect; % of control where 0% means no effect; nearly all actives have a fitted effect of over 65% in size
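HeLa cells stably expressing A3F-eYFP plus Vif, plated and incubated overnight at 37 deg C, then exposed to compounds overnight at 37 deg C. Blocked degradation read as raised yellow fluorescence (Ex 488/Em 500-530).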
GRP78 ERSR act: ER stress response induction in glioma; U87-MG GRP78 promoter luciferase reporter, 16 h; Potency, µM, without a hit: at the top dose activation, hits mostly activators; 420,000 tested, 0.02% active; further: potency means the concentration at half of the fitted maximal effect; series mostly up to about 76 µM; % of control where 0% means no effect; nearly all actives have a fitted effect of over 35% in size
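ERSR induction read as luciferase luminescence (Bright-Glo, 10 min at room temperature) in stably transfected human U87-MG glioma cells exposed to compounds for 16 h, using GRP78 as sensor.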
Vif-APOBEC3G blk: inhibitors of Vif-APOBEC3G interaction; Q9HC16; HeLa A3G-eYFP + Vif (tagged APOBEC3G with the HIV-1 protein that degrades it), YFP fluorescence, overnight; Potency, µM (highest dose often 46.1 µM), inactives show at the top dose activity, negative = active, most hits filed as inhibitors; 410,000 tested, 0.076% active; AID 602310;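 further: potency means the concentration at half of the fitted maximal effect; on the % scale 0 is the no-effect control and ±100 the full control effect; nearly all actives have a fitted effect of over 60% in size; hits raise eYFP signal because A3G escapes Vif-driven loss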
Target sequence (Q9HC16 whole entry, looked up): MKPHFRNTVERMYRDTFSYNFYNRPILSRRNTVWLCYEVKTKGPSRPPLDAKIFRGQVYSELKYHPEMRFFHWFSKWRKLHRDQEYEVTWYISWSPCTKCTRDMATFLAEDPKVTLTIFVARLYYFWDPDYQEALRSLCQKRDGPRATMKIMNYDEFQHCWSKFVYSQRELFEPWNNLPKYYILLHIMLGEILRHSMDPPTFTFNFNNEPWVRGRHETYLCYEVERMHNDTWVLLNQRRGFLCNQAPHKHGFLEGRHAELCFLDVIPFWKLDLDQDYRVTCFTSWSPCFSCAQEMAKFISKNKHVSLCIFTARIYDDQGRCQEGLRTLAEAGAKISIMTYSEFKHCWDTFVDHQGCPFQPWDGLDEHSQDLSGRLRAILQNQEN
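Read-out is eYFP fluorescence (Ex 488/Em 500-530) from Vif-expressing HeLa A3G-eYFP cells; more signal means A3G escaped Vif-mediated degradation. Cells plated overnight, compound pinned in, incubated overnight at 37 deg C.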
The depositor's hits bear a star; ? = inconclusive; · = no result given; & = joins results of further samples. Unless noted, the call rests on the fitted dose curve; in most records, active means well fitted curve in the direction sought with a large enough effect; inconclusive means small, poorly fitted or top-dose-only effect, or another doubt; inactive means no such curve, though single readings can be large; an effect the other way counts as inactive or inconclusive. Not all compounds are listed; count on the stated rates, not on these rows.

SMILES | RXFP1 ag | D2 potentiator | LDHA block | D1 antag | D1 ag | D1 PAM | Vif-A3F inh | GRP78 ERSR act | Vif-APOBEC3G blk
COc1ccc(Cl)c(Cn2c(NCc3ccco3)nc3c2c(=O)n(C)c(=O)n3C)c1 | 4.1% | · | 4 | -22 | 1 | -4 | -3% | -4% | -11%
C=CCOc1ccc(CNCCc2ccc(S(N)(=O)=O)cc2)cc1 | -2.7% | · | -13 | -6 | 2 | -2 | -27% | 0% | 0%
Cc1cccc(CNC(=O)CCn2ccc3cc(S(=O)(=O)N4CCCC4)ccc32)c1 | 1.3%&-1.4% | 8&1 | 1&-3 | -5&-2 | 0&0 | 3&-1 | -2%&-1% | -2%&-3% | 0%&-1%
N#Cc1c(N2CCCCC2)nc(N)c2c(N)nc3c(c12)CC(CCl)O3 (centres undefined) | ? | -2 | 3 | 0 | 1 | -2 | -12% | -5% | -2%
O=C(COc1ccc(C(=O)c2ccc(F)cc2)cc1)NCc1ccc(F)cc1 | -0.3% | -7 | 2 | -8 | 10 | 9 | -7% | -7% | ?
COc1ccc(CC(=O)N2CCN=C2SC)cc1OC | 3.4% | · | 2 | 13 | 2 | 2 | 6% | -2% | -5%
NC(=O)c1nsc(C(=O)N(CC(=O)NCc2ccc3c(c2)OCO3)C2CCCCC2)c1N | 0.0% | -1 | 2&-4 | -8&-14 | 4&0 | -6&-1 | 1% | -1%&-1% | -3%&-1%
N#Cc1nc(-c2ccc(F)cc2)oc1NCc1ccco1 | 0.0% | 1 | -4&-7 | -7 | 0 | -8 | -3% | 4% | 1%
CS(=O)(=O)CCC(C(=O)OCC(=O)c1ccc(Cl)cc1)N1C(=O)c2ccccc2C1=O (centres undefined) | -0.3% | 1 | -9 | 10 | 3 | 2 | 4% | -2% | 6%
Oc1ccccc1/C=N/n1cnnc1 | 2.9% | 12 | 9 | 7 | 3 | -6 | -8% | -2% | -1%
CC(=O)Nc1ccc(S(=O)(=O)N(Cc2cccnc2)Cc2cc3ccc(C)cc3[nH]c2=O)cc1 | 2.1% | -11 | -3 | 5 | 1 | 0 | 3% | 5% | -6%
Cc1ccsc1C1C(C#N)=C(N)OC2=C1C(=O)CCC2 (centres undefined) | 0.0% | 7 | -3 | 1 | 0 | -1 | 4% | 5% | 0%
O=S(=O)(NCc1csc(-c2ccccc2)n1)c1ccc(Cl)s1 | 0.4% | 9 | -4 | -3 | 27 | -5 | 0% | -1% | 3%
CCOC(=O)C1CCN(C(=O)c2cccnc2Oc2ccccc2)CC1 | 3.5% | -3 | -9 | -8 | 3 | -9 | 4% | 1% | 0%
COc1cc(OC)cc(C(=O)Nc2nnc(NC(=S)Nc3ccccc3)s2)c1 | 1.5% | 5 | -4 | 28 | 1 | -7 | 1% | -2% | 3%

Random excerpt: 2 entries already listed, in no set order.
SMILES | RXFP1 ag | D2 potentiator | LDHA block | D1 antag | D1 ag | D1 PAM | Vif-A3F inh | GRP78 ERSR act | Vif-APOBEC3G blk
COc1cc(OC)cc(C(=O)Nc2nnc(NC(=S)Nc3ccccc3)s2)c1 | 1.5% | 5 | -4 | 28 | 1 | -7 | 1% | -2% | 3%
NC(=O)c1nsc(C(=O)N(CC(=O)NCc2ccc3c(c2)OCO3)C2CCCCC2)c1N | 0.0% | -1 | 2&-4 | -8&-14 | 4&0 | -6&-1 | 1% | -1%&-1% | -3%&-1%

Additional records.
SMILES | RXFP1 ag | D2 potentiator | LDHA block | D1 antag | D1 ag | D1 PAM | Vif-A3F inh | GRP78 ERSR act | Vif-APOBEC3G blk
Cc1cc(C(=O)NCc2ccc(S(N)(=O)=O)cc2)ccc1[N+](=O)[O-] | 1.2% | -10 | -3 | -11 | 2 | -7 | 6% | -4% | -5%
CCOC(=O)c1csc(NC(=O)Nc2cccc(Cl)c2)n1 | -0.4% | 11 | -9 | 26 | 8 | 8 | -27% | 0% | 1%
Cc1ccc2nc(SCC(=O)Nc3cc(C(F)(F)F)ccc3N3CCOCC3)[nH]c2c1 | 1.8% | 29 | -10 | 6 | 2 | -5 | 1% | -10% | ?
O=C(NCCSc1c(-c2ccc(Br)cc2)[nH]c2ccccc12)c1ccc(S(=O)(=O)N2CCOCC2)cc1 | 5.0% | -1 | -3 | -7 | -1 | 0 | -2% | -2% | -2%
O=C(CC(c1ccccc1)c1ccccc1O)NCc1ccccc1 (centres undefined) | -0.7% | -2 | -8 | -3 | -1 | 3 | 7% | -6% | 0%
COc1cc(/C=N/N2CCOCC2)ccc1OC(=O)c1ccco1 | 2.8% | -1 | -3 | -14 | 8 | -3 | 14% | -1% | 0%
CCOC(=O)c1cccc(OC(=O)CCNC(=O)c2ccc(Cl)cc2)c1 | -1.6% | 12 | -6 | -13 | 3 | -9 | -10% | -1% | 1%
CN(C)Cc1ccccc1Cc1ccccc1 | -0.3% | -6 | -11 | 4 | 9 | -8 | 3% | 5% | -1%
Cc1ccc2cc3c(N)c4c(C)ccc(C)c4nc3nc2c1 | -0.1% | 0 | -1 | 15 | 8 | 13 | ? | -3% | -25%
COC(=O)c1ccc(NC(=O)c2cccc(N3C(=O)CCC3=O)c2)cc1 | -0.2% | -1 | -9 | 6 | 6 | -5 | -8% | -1% | -2%
CCc1ccc(NC(=O)C2CCCN(S(=O)(=O)c3cnc[nH]3)C2)cc1 (centres undefined) | -2.4% | -1 | 1 | -8 | 0 | -2 | -4% | -4% | -1%
O=C(NC1CCCCCC1)C1CCN(C(=O)N2CCOc3ccccc32)CC1 | -2.6% | -2 | -5 | -7 | -1 | -2 | 1% | 0% | -5%
N#CCCN(C(=O)CO/N=C/c1cccc([N+](=O)[O-])c1)c1ccccc1 | 1.4% | 0 | -7 | -6 | 4 | -6 | 3% | 3% | 0%
O=C(COC(=O)c1ccc(Cl)nc1)NCCC1=CCCCC1 | 0.2% | -17 | -1 | 13 | 1 | -4 | 3% | -6% | -1%
Cc1ccc(CNC(=O)COC(=O)c2ccc(Cl)c(N)c2)cc1 | 0.8% | 8 | -6 | -23 | 14 | -8 | -12% | -3% | 0%
Cc1cccc(C(=O)NCCc2nnc(SCC(=O)Nc3cccc(C(=O)O)c3)n2C)c1 | -2.3% | 12 | -6 | 17 | 4 | 1 | 4% | -1% | 1%
COc1ccccc1C(=O)N(CCC1CCCN1C)c1nc2ccccc2s1 (centres undefined) | -0.3% | -20 | -3 | -10 | 14 | -3 | 11% | -14% | -3%
COc1ccc(C(=O)COC(=O)/C=C/c2ccccc2)cc1 | -0.3% | -14 | -4 | -10 | 2 | -9 | 2% | 5% | -3%
COc1ccc(Oc2c(Cl)cnn(-c3ccc(C)cc3)c2=O)cc1 | 1.8% | -3 | 1 | -9 | 1 | -2 | 2% | -2% | -23%
CCC(C)(C)NC(=O)CN(C(=O)CNS(=O)(=O)c1ccc(F)cc1)c1ccc2c(c1)OCCO2 | 0.0% | -1 | -6 | 3 | 0 | -2 | -7% | 0% | 0%
CCN(CCO)Cc1csc2ccc(Br)cc12 | -1.8% | 0 | -2 | 1 | 2 | -6 | 5% | -6% | -3%
CCCCSc1nc2c(c(=O)[nH]c(=O)n2C)n1CCc1ccccc1 | 0.1% | 19 | -8 | -8 | 3 | -8 | -9% | -3% | 5%
O=C(NC1CC(=O)N(c2ccccc2)C1)c1cccs1 (centres undefined) | 1.9% | 2 | -1 | · | -3 | 2 | 3% | 0% | 6%
O=C(CCc1nc2ccccc2[nH]1)NC1CCCCC1 | 2.1% | -10 | -4 | -5 | 1 | -1 | -8% | -6% | 1%
O=C(Nc1cc(C(=O)N2CCN(c3ccccc3O)CC2)ccc1Cl)c1cccs1 | 0.1% | · | -4 | 1 | 1 | -1 | -13% | 0% | -8%
C=C(C)CN(CC)C(=O)Cn1cnc2c(oc3ccccc32)c1=O | -1.9% | 4 | 0 | 22 | 3 | 8 | ? | 1% | 0%
COc1cccc(CNC(=O)Cc2csc3ccccc23)c1OC | 5.2% | -3 | 4 | -5 | 1 | -3 | · | · | ·
CC(=O)NC(NC(C)=O)c1ccc(N(C)C)cc1 | 0.1% | 3 | 1 | -7 | 2 | 2 | 6% | 2% | 3%
CCC(=O)Nc1ccc(NC(=S)NC(=O)c2oc3ccccc3c2C)cc1 | 2.7% | 0 | -4 | 0 | 6 | -2 | 8% | -3% | 0%
CC1=CSC2=NC(=O)/C(=C/c3cccc(OC(=O)c4ccco4)c3)C(=N)N12 | -0.5% | -9 | 5 | 1 | 1 | -3 | 0% | 1% | -2%
O=C(NCC1CCCO1)C1CCCN(S(=O)(=O)c2cc(Cl)ccc2Cl)C1 (centres undefined) | 3.8% | 2 | -2 | 7 | 4 | 1 | 5% | -5% | 1%
COc1cccc(/C=C/C(=O)OCC(=O)NC2CCCCCC2)c1 | · | · | -17 | · | · | · | 1% | -3% | -1%
COc1cc2c(cc1OC)C(C)N(C(=O)c1cc3n(n1)C(C(F)(F)F)CC(c1ccco1)N3)CC2 (centres undefined) | 1.6% | 10 | 4 | -3 | 3 | -6 | 5% | -7% | 3%
CC1CCc2onc(C(=O)O)c2C1 (centres undefined) | 0.0% | 5 | -7 | 7 | 0 | -8 | 13% | -6% | 3%
O=C(NCCc1ccccc1)c1ccc(Br)o1 | 1.1% | 4 | -8 | -5 | 2 | 9 | 0% | 0% | -2%
N#CC1(NC(=O)CSc2nnc(Cc3ccccc3)o2)CCCCC1 | 1.4% | -2 | -18 | 2 | 1 | -1 | 2% | -3% | 1%
CC(C)CC1(C)NC(=O)N(CC(=O)Nc2ccccc2Br)C1=O (centres undefined) | · | · | -11 | · | · | · | -2% | 0% | -1%
O=C(NCCCn1ccnc1)c1ccc(N2CCCCCC2)c([N+](=O)[O-])c1 | -2.2% | -11 | -5 | 2 | 0 | -2 | 1% | 1% | 5%
CC1(C)Cc2c(oc3ncn4ncnc4c23)CO1 | 7.9% | 2 | -7 | -4 | 0 | 0 | 0% | -4% | -2%
Cc1cccc(C(=O)Nc2c(C(=O)N3CCN(C)CC3)cnn2-c2ccccc2)c1 | · | · | -1 | · | · | · | -4% | -4% | -1%
COC(=O)N1CC(c2ccccc2)CC1=O (centres undefined) | 1.2% | · | -6 | 3 | 7 | -4 | -4% | -7% | 2%
O=C(COC(=O)CCCC1=NS(=O)(=O)c2ccccc2N1)Nc1ccccc1 | 2.2% | 38* | -2 | -30 | 0 | 3 | 1% | -5% | 6%
